NR5A2 inv ag = suppresses constitutive activity of human LRH-1; 360,000 tested, 0.13% active; HEK293T StAR-luciferase reporter, LRH-1 transfected, 24 h; inhibition, % at 3.6 µM;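 active = inhibition above the mean inhibition of all tested compounds plus 3 SD, cut at about 73% in these data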;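 note: 0% = DMSO wells and 100% = reporter-only cells lacking LRH-1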
SRC2 inh = inhibits human steroid receptor coactivator 2; Q15596; HEK293 GAL4-SRC2 luciferase reporter, luminescence; inhibition, % at 9 µM; 370,000 tested, 0.17% active;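 active = inhibition above the mean inhibition of all tested compounds plus 3 SD, set per campaign, cut at about 52% in these data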;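 note: 0% = DMSO treated cells and 100% = cells given Gossypol at 36 µM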
TWEAK Fn14 block = inhibitors of TWEAK-Fn14 interaction signaling | TWEAK-stimulated Fn14 reporter cells, luciferase luminescence, 8 h | inhibition, % at 10 µM | 360,000 tested, 2% active; in the data active = inhibition above about 50%
C8 TRAIL sens = caspase-8 TRAIL sensitization; NB7+C8 cells + TRAIL, ATPlite viability luminescence; inhibition (viability loss, TRAIL sensitization), % at 10 µM; 360,000 tested, 1% active;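 active = compounds causing at least 50% loss of cell viability in the single-dose screen, relative to plate controls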
NCOA3 inh = inhibitors of human steroid receptor coactivator 3 (SRC3); Q9Y6Q9; HEK293 GAL4-SRC3 luciferase reporter, luminescence; inhibition, % at 3.6 µM; 360,000 tested, 0.17% active;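 active = inhibition above a per-campaign cutoff, the mean of all compounds plus 3 SD, cut at about 60% in these data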;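 note: 0% = DMSO-treated cells and 100% = gossypol-treated cells at 36 µM; higher means less SRC3-driven luciferase light from the GAL4 reporter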
NOD2-RIPK2 inh = blocks binding of human NOD2 to RIPK2; CHO BLA complementation NOD2-RIPK2, CCF4 ratio; 360,000 tested, 0.38% active; AID 624267; inhibition, % at 4.98 µM; in the data active = inhibition above about 21%;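 note: 0% = vehicle only and 100% = reference blocker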
Target sequence (O43353 whole entry, looked up): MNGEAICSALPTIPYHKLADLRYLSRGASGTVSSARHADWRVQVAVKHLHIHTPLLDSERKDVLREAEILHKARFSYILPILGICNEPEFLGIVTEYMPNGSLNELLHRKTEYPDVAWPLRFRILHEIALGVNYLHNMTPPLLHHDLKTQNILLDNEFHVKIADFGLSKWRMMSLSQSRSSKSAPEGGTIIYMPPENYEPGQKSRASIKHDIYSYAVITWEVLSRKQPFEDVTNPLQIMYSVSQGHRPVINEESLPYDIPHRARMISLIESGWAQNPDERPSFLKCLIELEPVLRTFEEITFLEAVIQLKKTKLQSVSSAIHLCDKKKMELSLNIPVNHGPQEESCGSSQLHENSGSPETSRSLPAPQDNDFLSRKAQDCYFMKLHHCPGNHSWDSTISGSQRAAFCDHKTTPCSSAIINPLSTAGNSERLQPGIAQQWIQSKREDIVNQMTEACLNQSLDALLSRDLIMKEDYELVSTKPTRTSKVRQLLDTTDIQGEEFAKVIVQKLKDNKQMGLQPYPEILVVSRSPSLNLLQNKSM
TROY signal inh = TROY signaling inhibition | Q293 LMP1-TROYcd NF-kB luciferase reporter, 4 h | inhibition, % at 10 µM | 360,000 tested, 0.98% active | AID 1347056;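 active = compounds whose plate-normalised and pattern-corrected inhibition of the luciferase reporter signal at the single screening dose is 50% or more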
NR2F2 inh = blocks human COUP-TFII nuclear receptor; HEK293T NGFI-A luciferase reporter, luminescence; inhibition, % at 8.6 µM; AID 686940; P24468; 370,000 tested, 0.7% active;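 active = inhibition above a per-plate cutoff, mean inhibition of test wells between control levels plus 3 SD, cut at about 38% in these data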;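 note: cells cotransfected with COUP-TFII expression vector driving the NGFI-A reporter; 0% = median of COUP-TF2 test wells and 100% = reporter-only cells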
Target sequence (P24468 whole entry, looked up): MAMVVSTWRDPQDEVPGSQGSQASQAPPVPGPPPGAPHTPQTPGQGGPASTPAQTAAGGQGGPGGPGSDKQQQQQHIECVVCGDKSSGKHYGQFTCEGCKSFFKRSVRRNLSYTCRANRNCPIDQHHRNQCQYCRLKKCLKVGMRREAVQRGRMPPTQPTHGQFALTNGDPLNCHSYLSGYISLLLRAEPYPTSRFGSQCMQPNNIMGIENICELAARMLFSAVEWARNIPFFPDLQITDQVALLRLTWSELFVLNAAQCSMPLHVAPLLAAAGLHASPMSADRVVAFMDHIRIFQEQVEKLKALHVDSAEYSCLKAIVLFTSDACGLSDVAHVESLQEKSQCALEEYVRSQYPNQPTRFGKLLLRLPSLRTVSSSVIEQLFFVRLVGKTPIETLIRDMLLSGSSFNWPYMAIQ
NCOA1 inh = inhibitors of human steroid receptor coactivator 1 (SRC1); Q15788; HEK293 GAL4-SRC1 luciferase reporter, luminescence; inhibition, % at 3.6 µM; 360,000 tested, 0.12% active; AID 588354;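 active = inhibition above the campaign mean plus 3 SD, with each screening campaign given its own cutoff, cut at about 60% in these data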;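 note: 0% = DMSO treated cells and 100% = gossypol at 36 µM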
TLR9-MyD88 block = TLR9-MyD88 interaction inhibition; Q9NR96+Q99836; inhibition, % at 4.98 µM; CHO BLA complementation TLR9-MyD88, CCF4 FRET ratio; AID 504734; 340,000 tested, 0.21% active;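 active = inhibition above the mean over all tested compounds plus 3 SD, cut at about 21% in these data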;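 note: 0% = DMSO only wells and 100% = clavulanate BLA inhibitor control wells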
LMP1 NFkB inh = inhibitors of Epstein-Barr LMP1-induced NF-kappaB reporter; LMP1-induced NF-kappaB luciferase reporter cells, luminescence; inhibition, % at 12.5 µM; 350,000 tested, 0.69% active; in the data active = inhibition above about 41%;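 note: 0% = neutral control wells and 100% = reference inhibitor control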
The depositor's hits bear a star; . = not tested or not shown.

The first seven entries (preview)
cpd | SMILES | NR5A2 inv ag | SRC2 inh | TWEAK Fn14 block | C8 TRAIL sens | NCOA3 inh | NOD2-RIPK2 inh
1 | CC1CC(C)CN(CC(=O)N2CCOCC2)C1 (stereo not drawn) | -1 | -15 | -8 | -5 | 20 | 11
2 | Cc1cc2ccccc2cc1CN1CCOCC1 | -3 | -6 | 2 | -8 | -7 | -6
3 | CC1(C)CC(=O)C2=C(C1)N(CCN1CCOCC1)C1=C(C(=O)CC(C)(C)C1)C2c1cccc(Cl)c1 | 7 | 9 | 19 | 1 | 20 | -3
4 | CC(C)c1c(C(=O)N/N=C/c2ccsc2)nnn1-c1nonc1N | 5 | -7 | 8 | 0 | -24 | 0
5 | O=C(NC(NC(=S)Nc1ccccc1O)C(Cl)(Cl)Cl)c1ccco1 (stereo not drawn) | 8 | -6 | 4 | 8 | 21 | 6
6 | Cc1ccc(OCC(O)Cn2c(N3CCOCC3)nc3c2c(=O)[nH]c(=O)n3C)cc1 (stereo not drawn) | 11 | 1 | -4 | 3 | -2 | 0
7 | CCOC(CNC(=O)Cn1nc(Cc2ccncc2)c2ccccc2c1=O)OCC | -10 | 3 | -4 | -5 | -13 | -12

cpd | TROY signal inh | NR2F2 inh | NCOA1 inh | TLR9-MyD88 block | LMP1 NFkB inh
1 | -14 | 7 | -11 | 1 | 7
2 | 6 | 5 | -8 | 0 | -2
3 | -12 | 19 | 3 | -1 | 5
4 | -17 | -2 | 5 | 14 | -1
5 | 3 | 13 | 20 | -4 | 2
6 | 4 | -2 | -18 | -12 | -1
7 | -5 | -9 | 10 | 10 | 5

The list itself (from the top)
cpd | SMILES | NR5A2 inv ag | SRC2 inh | TWEAK Fn14 block | C8 TRAIL sens | NCOA3 inh | NOD2-RIPK2 inh
1 | CC1CC(C)CN(CC(=O)N2CCOCC2)C1 (stereo not drawn) | -1 | -15 | -8 | -5 | 20 | 11
2 | Cc1cc2ccccc2cc1CN1CCOCC1 | -3 | -6 | 2 | -8 | -7 | -6
3 | CC1(C)CC(=O)C2=C(C1)N(CCN1CCOCC1)C1=C(C(=O)CC(C)(C)C1)C2c1cccc(Cl)c1 | 7 | 9 | 19 | 1 | 20 | -3
4 | CC(C)c1c(C(=O)N/N=C/c2ccsc2)nnn1-c1nonc1N | 5 | -7 | 8 | 0 | -24 | 0
5 | O=C(NC(NC(=S)Nc1ccccc1O)C(Cl)(Cl)Cl)c1ccco1 (stereo not drawn) | 8 | -6 | 4 | 8 | 21 | 6
6 | Cc1ccc(OCC(O)Cn2c(N3CCOCC3)nc3c2c(=O)[nH]c(=O)n3C)cc1 (stereo not drawn) | 11 | 1 | -4 | 3 | -2 | 0
7 | CCOC(CNC(=O)Cn1nc(Cc2ccncc2)c2ccccc2c1=O)OCC | -10 | 3 | -4 | -5 | -13 | -12
8 | CCC1Oc2ccc(C)cc2N(CC(=O)NCCN2C(C)CCCC2C)C1=O (stereo not drawn) | 9 | 0 | 13 | -6 | 3 | 11
9 | Cc1ccc(CN2CCCN(Cc3c(C)cc(C)cc3C)S2(=O)=O)cc1 | -10 | -15 | -9 | 5 | -13 | 1
10 | CC1=NCCN1CCNC(=O)Nc1ccc(C(C)(C)C)cc1 | -4 | 5 | 15 | 8 | 11 | -14

cpd | TROY signal inh | NR2F2 inh | NCOA1 inh | TLR9-MyD88 block | LMP1 NFkB inh
1 | -14 | 7 | -11 | 1 | 7
2 | 6 | 5 | -8 | 0 | -2
3 | -12 | 19 | 3 | -1 | 5
4 | -17 | -2 | 5 | 14 | -1
5 | 3 | 13 | 20 | -4 | 2
6 | 4 | -2 | -18 | -12 | -1
7 | -5 | -9 | 10 | 10 | 5
8 | 0 | 5 | 3 | 4 | -4
9 | 6 | -5 | 4 | 0 | 9
10 | -6 | -10 | -2 | . | -12

New compounds follow:
cpd | SMILES | NR5A2 inv ag | SRC2 inh | TWEAK Fn14 block | C8 TRAIL sens | NCOA3 inh | NOD2-RIPK2 inh
11 | COC(=O)/C(=C\C=C\c1ccccc1)NC(=O)c1ccccc1 | 3 | 4 | -21 | 2 | 11 | -5
12 | Cc1nnc(SCC(=O)Nc2ncc(Cc3ccc(F)cc3)s2)n1N | 15 | -35 | -15 | -18 | -4 | -3
13 | COc1cc2cc(CCCOC(=O)c3ccc(F)cc3)oc(=O)c2cc1OC | -1 | -25 | -16 | 16 | 15 | -4
14 | CCCCCC(=O)N/N=C/c1cccs1 | -5 | -4 | -20 | -5 | -12 | -14
15 | Cn1c(Cl)cnc1C(O)c1ccccc1 (stereo not drawn) | -16 | -23 | -4 | -11 | 17 | -6
16 | CCOc1ccc(C(C(=O)NCC2CCCO2)N(Cc2cccnc2)C(=O)c2snc(C(N)=O)c2N)cc1 (stereo not drawn) | 7 | -20 | 19 | -9 | -4 | -7
17 | CCCCCC1CC(CC/C(C)=N/NC(N)=O)C(=O)O1 (stereo not drawn) | 5 | 2 | 8 | 5 | 3 | -11
18 | Cc1ccccc1Nc1ncnc2c1cnn2Cc1ccccc1 | 9 | -1 | 5 | -8 | 17 | 3
19 | Nc1nc(SCc2ccccc2)c2ncn(C3CCCO3)c2n1 (stereo not drawn) | -45 | -26 | -37 | 5 | -47 | -3
20 | COC(=O)c1sc(S(=O)(=O)N2CCN(c3ccccc3)CC2)c(C(=O)OC)c1C | 14 | 2 | -15 | -13 | 7 | -3

cpd | TROY signal inh | NR2F2 inh | NCOA1 inh | TLR9-MyD88 block | LMP1 NFkB inh
11 | 7 | 8 | -3 | 1 | 1
12 | -16 | -3 | -25 | 3 | -2
13 | 9 | 6 | 1 | -2 | -1
14 | 7 | 0 | -74 | 6 | -3
15 | 6 | 9 | -7 | 6 | -8
16 | -11 | -11 | -14 | 9 | -2
17 | 7 | -5 | 3 | -1 | 7
18 | -3 | -21 | -2 | . | .
19 | -57 | -11 | -27 | -2 | -6
20 | -10 | 6 | -43 | -8 | 9

Next part
cpd | SMILES | NR5A2 inv ag | SRC2 inh | TWEAK Fn14 block | C8 TRAIL sens | NCOA3 inh | NOD2-RIPK2 inh
21 | O=C(NCCSCc1ccco1)Nc1ccccc1 | -40 | -24 | -23 | 10 | -13 | 16
22 | CC1C(c2ccccc2)C(C#N)(C#N)C2(C#N)C(=O)NC1(N)C2C (stereo not drawn) | 5 | 9 | 11 | 2 | 13 | 2
23 | CC(=O)Nc1ccc(C(=O)N2CCCC2)cc1 | -16 | 14 | 11 | 1 | 0 | -4
24 | COc1ccc(S(=O)(=O)N2CCN(S(=O)(=O)c3ccc4c(c3)OCCO4)CC2)cc1 | -1 | 11 | -17 | -6 | 22 | 2
25 | O=C(OCC(=O)N1CCC(Cc2ccccc2)CC1)c1ccccc1NCCO | -10 | -8 | 22 | 2 | 10 | -6
26 | COc1ccc(S(=O)(=O)N2CCC(C(=O)NC3CCCC3)CC2)cc1OC | -12 | -19 | 0 | 4 | -4 | -39
27 | Cc1ccc(S(=O)(=O)N(C)C)cc1NC(=O)C(C)OC(=O)c1ccc2c(c1)OCCO2 (stereo not drawn) | -9 | 3 | -12 | 0 | 3 | -10
28 | N#Cc1c(NC(=O)c2cccc(S(=O)(=O)Nc3ccc(C(=O)O)cc3)c2)sc2c1CCCC2 | 0 | 15 | 14 | 5 | 11 | -10
29 | Cc1ccc2nc(N(CCN(C)C)C(=O)c3ccc4c(c3)OCCO4)sc2c1 | -15 | 16 | -2 | -2 | -24 | 2
30 | O=C(O)CNC(=O)CC12CC3CC(CC(C3)C1)C2 | 1 | -7 | 3 | -5 | -1 | -1

cpd | TROY signal inh | NR2F2 inh | NCOA1 inh | TLR9-MyD88 block | LMP1 NFkB inh
21 | -23 | -20 | -15 | -1 | -31
22 | -1 | 1 | 5 | 3 | -4
23 | -1 | 14 | 7 | 1 | 3
24 | 8 | 6 | 6 | 0 | 5
25 | -33 | -10 | -17 | 16 | -10
26 | -4 | 3 | 10 | -12 | 1
27 | -4 | 17 | -14 | -11 | -2
28 | -1 | -10 | -8 | -2 | 3
29 | -6 | 12 | -19 | 0 | -6
30 | -7 | 10 | 4 | 8 | -7

Remaining list, next part.
cpd | SMILES | NR5A2 inv ag | SRC2 inh | TWEAK Fn14 block | C8 TRAIL sens | NCOA3 inh | NOD2-RIPK2 inh
31 | CSc1ncc(C(=O)Nc2cccc(Cl)c2)c(C)n1 | -16 | 8 | 0 | -2 | -12 | 6
32 | CCCc1c(C(=O)N/N=C/C(C)=C/c2ccccc2)nnn1-c1nonc1N | -15 | 0 | -46 | 26 | 1 | -4
33 | CC(=O)Nc1ccc(NC(=O)C(C)OC(=O)CNS(=O)(=O)/C=C/c2ccc(C)cc2)cc1 (stereo not drawn) | 14 | -12 | -11 | -7 | -9 | 3
34 | CC(C)[C@H](NC(=O)c1ccc(Cl)cc1Cl)C(=O)NNC(=O)c1ccco1 | 14 | -17 | -9 | -2 | 8 | 1
35 | C=CC(C)(C)O[C@@H]1O[C@H](CO)[C@@H](O)[C@H](O)[C@H]1O | 6 | 12 | 7 | 6 | -3 | -3
36 | Cc1ccc(OCc2nnc(NC(=O)OCC(C)C)s2)cc1 | 8 | -24 | -3 | 4 | 7 | -5
37 | Cn1cc(CN2CCC(n3nccc3NC(=O)C3CCCC3)CC2)cn1 | -9 | 18 | -4 | -3 | 7 | 4
38 | COc1ccc(OC)c(NC(=O)C2(C)CCN2C(=O)C(C)(C)c2ccccc2)c1 (stereo not drawn) | 11 | 18 | -3 | -11 | 3 | -5
39 | O=C(CC1C(=O)NCCN1C1CCCC1)NCc1cccc(OC(F)(F)F)c1 (stereo not drawn) | 3 | 3 | 1 | -28 | 8 | -15
40 | N#CC1=C(N2CCCCC2)c2cc3c(n2C1=O)CCCC3 | 11 | 16 | -10 | 22 | 1 | 0

cpd | TROY signal inh | NR2F2 inh | NCOA1 inh | TLR9-MyD88 block | LMP1 NFkB inh
31 | -11 | 4 | 0 | 3 | 7
32 | -9 | 3 | -5 | 3 | -1
33 | 2 | -3 | -6 | 1 | -4
34 | 3 | -3 | -1 | -3 | -7
35 | -1 | 15 | -23 | 1 | 3
36 | -16 | 10 | -15 | -3 | 3
37 | -3 | 8 | -4 | -16 | -4
38 | 5 | 10 | 10 | . | .
39 | -3 | 10 | -9 | -8 | -5
40 | 10 | -13 | 4 | 7 | 1

Next entries
cpd | SMILES | NR5A2 inv ag | SRC2 inh | TWEAK Fn14 block | C8 TRAIL sens | NCOA3 inh | NOD2-RIPK2 inh
41 | CC(=O)C(C(C)=O)c1c(Cl)c(O)c(O)c2c(C(=O)c3ccccc3)coc12 | 54 | 30 | 76* | 0 | 7 | -4
42 | CC(O)c1nc2ccccc2n1Cc1nnc(-c2ccc(Cl)cc2)o1 (stereo not drawn) | -31 | -9 | -14 | -3 | -26 | -10
43 | c1cncc(-c2cn(C[C@H]3CC[C@H](Cn4cc(-c5cccnc5)nn4)O3)nn2)c1 | -14 | -24 | 10 | -23 | -13 | 0
44 | COC(C[C@@H](O)C[C@H](O)COCc1ccccc1)OC | 11 | -21 | -3 | -7 | 5 | 6
45 | CN(C)c1ncnc2c1ncn2C1CCCCO1 (stereo not drawn) | 14 | 16 | -16 | -5 | -31 | -3

cpd | TROY signal inh | NR2F2 inh | NCOA1 inh | TLR9-MyD88 block | LMP1 NFkB inh
41 | 41 | 68* | 10 | 2 | 8
42 | -50 | -23 | -37 | -4 | -18
43 | 5 | 8 | -6 | -1 | -4
44 | 4 | 3 | 4 | 8 | 3
45 | 4 | 19 | 1 | 2 | -2

Screens deposited in PubChem BioAssay by several laboratories.

Not all compounds are listed (hit frequency here may not be typical).
